Screening data (PubChem BioAssay)
PV pol inh – inhibitors of poliovirus RNA polymerase binding and polymerization | poliovirus polymerase elongation, fluorescence polarization; active compounds read low | 0.66% of 150,000 active | % elongation, % (compound at 16.7 µg/mL) | P03300; in the data active means % elongation below about 90%; further: some results filed as inactive read as strong as hits
Target sequence (P03300 1749-2209 limits assumed): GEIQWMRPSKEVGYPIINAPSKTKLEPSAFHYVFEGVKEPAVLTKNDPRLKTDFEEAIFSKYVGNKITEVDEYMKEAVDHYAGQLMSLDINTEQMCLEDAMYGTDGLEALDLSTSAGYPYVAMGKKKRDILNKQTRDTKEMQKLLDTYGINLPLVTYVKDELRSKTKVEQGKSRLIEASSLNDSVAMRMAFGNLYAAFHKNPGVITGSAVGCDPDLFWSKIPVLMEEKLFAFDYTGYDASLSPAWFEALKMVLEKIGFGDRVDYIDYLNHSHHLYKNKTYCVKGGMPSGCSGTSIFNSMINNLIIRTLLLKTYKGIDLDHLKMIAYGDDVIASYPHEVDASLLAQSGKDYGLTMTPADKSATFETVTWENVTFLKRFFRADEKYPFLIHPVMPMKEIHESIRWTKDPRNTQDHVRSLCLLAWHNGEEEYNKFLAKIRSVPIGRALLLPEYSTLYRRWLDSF
PV pol inh FP z-score – also measured in PV pol inh; calls as there; z-score; measured here: FP z-score; hits read low
Active calls of the source: *.

Start of the data: the first 5 entries (preview)
SMILES | PV pol inh | PV pol inh FP z-score
CCC(=O)N=c1sc2cc(S(N)(=O)=O)ccc2n1CCOC | 102.0 | 0
CN1C(=O)c2ccccc2C(C(=O)NCc2ccc(F)cc2)C1c1c[nH]c2ccccc12 (stereo not given) | 104.0 | 0.6
CC(=O)Nc1ccccc1-c1nc2ccccc2n(CC(=O)Nc2ccc(C)c(Cl)c2)c1=O | 108.0 | 0.3
O=C(Nc1ccc(N2CCCCC2)cc1)c1ccccn1 | 104.0 | 0.3
COc1ccc(S(=O)(=O)N(C(=O)C2CCCCC2)c2ccc3oc(=O)sc3c2)cc1OC | 101.0 | 0

All compounds of this part, repeating the preview:
SMILES | PV pol inh | PV pol inh FP z-score
CCC(=O)N=c1sc2cc(S(N)(=O)=O)ccc2n1CCOC | 102.0 | 0
CN1C(=O)c2ccccc2C(C(=O)NCc2ccc(F)cc2)C1c1c[nH]c2ccccc12 (stereo not given) | 104.0 | 0.6
CC(=O)Nc1ccccc1-c1nc2ccccc2n(CC(=O)Nc2ccc(C)c(Cl)c2)c1=O | 108.0 | 0.3
O=C(Nc1ccc(N2CCCCC2)cc1)c1ccccn1 | 104.0 | 0.3
COc1ccc(S(=O)(=O)N(C(=O)C2CCCCC2)c2ccc3oc(=O)sc3c2)cc1OC | 101.0 | 0
O=C(NC1CCCC1)c1cc2c(=O)n3ccccc3nc2nc1NCC1CCCO1 (stereo not given) | 102.0 | 0.2
O=C(O)CNc1ccc(-n2ccnc2)nn1 | 100.0 | -0.5
N/C(=N\OC(=O)N1CCOCC1)c1ccccc1 | 100.0 | -0.4
Cc1nnc2ccc(NN)nn12 | 101.0 | 0.1
Clc1ccc(N=C2SCC3CCCCN23)cc1 (stereo not given) | 102.0 | -0.1
COc1ccc(OC)c(NC(=O)c2cc(S(=O)(=O)NCCc3ccc(Cl)cc3)ccc2F)c1 | 109.0 | 0.3
Cc1ccc(CN(C)C(=S)NCc2ccccc2)o1 | 100.0 | -0.4
Cc1cc(=O)[nH]c(SCC(=O)Nc2cccc3ccccc23)c1C#N | 101.0 | -0.2
CSc1ccc(C2CC(=O)NC3=C2C(=O)CCC3)cc1 (stereo not given) | 97.0 | -0.4
Cc1ccc2c(c1)N(C(C)C(=O)NCc1ccccn1)C(=O)CO2 (stereo not given) | 97.0 | -3.3
CC(=O)Nc1sc2c(c1C#N)CCC2 | 103.0 | 0.3
c1ccc2nc(SCc3cn4ccccc4n3)cnc2c1 | 102.0 | 0.3
Cc1ccccc1CSCc1ccc(C(=O)NCCc2ccccc2)o1 | 107.0 | -0.9
CCN(CC)CCNC(=O)C(=O)NCC(c1ccc2c(c1)OCO2)N1CCOCC1 (stereo not given) | 100.0 | -1.7
CCOC(=O)C1=C(CN2CCN(c3ccc(C)cc3C)CC2)NC(=O)NC1c1ccc(OC)cc1 (stereo not given) | 112.0 | 1.1
N#C/C(=C(/O)C(F)(F)F)c1nnc2n1CCCCC2 | 102.0 | 0.4
O=c1oc2ccc3ccccc3c2cc1-c1nnc(Nc2ccccc2F)s1 | 118.0 | 2
CN(Cc1ccccc1)C(=O)C1CCCN1S(=O)(=O)c1ccc2c(c1)n(C)c(=O)c(=O)n2C (stereo not given) | 101.0 | -0.1
CCC(C)NC(=O)C1CCN(c2ncccn2)CC1 (stereo not given) | 102.0 | 0.3
CCCOc1ccc(OC(=O)c2ccc(-c3ccc(CCC)cn3)cc2)cc1 | 99.0 | -0.6

Carrying on:
SMILES | PV pol inh | PV pol inh FP z-score
Cc1ccccc1CSc1nnc2[nH]c(=O)cc(C)n12 | 105.0 | -0.5
CC(=O)Nc1ccc(NC(=O)C2CCCCN2C(=O)C2CCC(C)CC2)cc1 (stereo not given) | 105.0 | 1.7
Cc1ccc(-c2nnc3c4ccccc4c(-c4ccccc4)nn23)cc1 | 106.0 | 0.2
O=C(O)/C=C/C(=O)N1CCOCC1 | 97.0 | -1
Fc1ccccc1COc1cccc2cccnc12 | 109.0 | 3.4
COC(=O)c1c(NC(=O)COc2cc(C)c(Cl)c(C)c2)sc2c1CCCC2 | 90.0* | -1.8*
O=S(=O)(c1cccc(-c2nn3c(-c4ccncc4)nnc3s2)c1)N1CCCCC1 | 85.0* | -1*
COc1ccccc1NC(=O)Nc1sc2c(c1C(N)=O)CCC2 | 104.0 | 0.5
CNC(=O)c1cccc(-n2c(C)nc3cccnc32)c1C | 110.0 | 0.6
Cc1ccc(N(C)C(=O)c2noc3c2CCCCC3)cc1C | 106.0 | 0.2
CC(C)CCNc1ncnc2c1cnn2-c1cccc(Cl)c1 | 109.0 | 0.3
CCCNc1nc2nc3ccc(C)cn3c(=O)c2cc1C(N)=O | 99.0 | -0.7
CCOc1cc(C2c3c(oc4ccc(F)cc4c3=O)C(=O)N2Cc2ccco2)ccc1O (stereo not given) | 101.0 | -0.6
CC(OC(=O)Cc1ccc(F)cc1)C(=O)Nc1ccc(S(N)(=O)=O)cc1 (stereo not given) | 100.0 | -0.4
CCn1c(CC2C(=O)N(C)c3ccccc32)nc2ccccc2c1=O (stereo not given) | 110.0 | 0.4
COc1ccc(-n2nnnc2SC(C)C(=O)Nc2ccc(S(=O)(=O)N3CCOCC3)cc2)cc1 (stereo not given) | 102.0 | -0.3
CC(=O)N1CCc2cc(Br)cc(S(=O)(=O)CCC(=O)NCCc3ccc(Cl)cc3)c21 | 102.0 | -0.8
CCN(CC)CCCNC(=O)c1cn(CC)c2ccc(S(=O)(=O)N3CCc4ccccc4C3)cc2c1=O | 101.0 | -0.6
CC(=O)Nc1ccc(Oc2cncc(Cl)c2)nc1 | 109.0 | 0.6
Cc1ccc(S(=O)(=O)NC(C)C(=O)N2CCN(c3cccc(Cl)c3)CC2)cc1 (stereo not given) | 102.0 | 0.7
CC1CCCC(NC(=O)COC(=O)CSc2nnc(-c3ccc(Cl)cc3)o2)C1C (stereo not given) | 103.0 | 0.2
COc1ccc(-n2ncc(C(=O)N3CCN(Cc4ccccc4)CC3)c2C2CCN(C(=O)OC(C)(C)C)CC2)cc1 | 103.0 | -0.6
O=C(OCc1cccc(C(F)(F)F)c1)c1ccccc1F | 103.0 | 0
C=C(C)C(=O)Nc1ccc(O)c(-c2nc3ccccc3[nH]2)c1 | 101.0 | -0.1
O=C(Oc1ccc(C2SCCS2)cc1)c1cccc(C(F)(F)F)c1 | 105.0 | 0.3

Taken from above:
Reading for Fc1ccccc1COc1cccc2cccnc12 under PV pol inh FP z-score: 3.4
Reading for Cc1ccc(N(C)C(=O)c2noc3c2CCCCC3)cc1C under PV pol inh: 106.0

(next part)
SMILES | PV pol inh | PV pol inh FP z-score
Cc1ccc(C(CC(=O)N2CCOCC2)c2ccccc2)c(O)c1C (stereo not given) | 102.0 | 0.6
CCCN(CCC)CCCNC(=O)c1cc2c(=O)n(C)c3ccccc3c2s1 | 98.0 | -0.8
CC1=C(C(=O)OC2CCCC2C)C(c2ccc(Cl)cc2)NC(=O)N1 (stereo not given) | 100.0 | -0.3
CCN(C(=S)NC(=O)C1CCCC1)C1CCCCC1 | 103.0 | 0.2
CCc1nn(CC(=O)Nc2cc(C)cc(C)c2)c(=O)c2cc3sccc3n12 | 104.0 | -0.7
COc1cccc(-c2cc(C(F)(F)F)nc(NCCc3ccc(OC)c(OC)c3)n2)c1 | 104.0 | -0.3
CCOc1ccc(S(=O)(=O)Nc2cccc(-c3cn4cccc(C)c4n3)c2)cc1 | 103.0 | 0.5
Oc1ccccc1Nc1nc2ccccc2n2nnnc12 | 110.0 | 1.1
CCOC(=O)c1cccc(-n2nnc3c(sc4nc(C)c(Br)c(C)c43)c2=O)c1 | 112.0 | 1
Clc1ccc(SCCc2nc3ccccc3o2)cc1 | 104.0 | 0.7
O=C(NCc1cccnc1)c1cccc(C(=O)NCc2cccnc2)c1 | 105.0 | 0.8
CCN(CC)C(=O)C(N)Cc1ccccc1 (stereo not given) | 109.0 | 0.6
COCCCNC(=O)C(=O)NCC(c1ccc2c(c1)OCO2)N1CCOCC1 (stereo not given) | 110.0 | 0.6
Cc1cc(C)c(Cn2c3ccccc3c3cnn(CC(=O)NC4CCCCCC4)c(=O)c32)c(C)c1 | 105.0 | -0.4
N#Cc1ccccc1NC(=O)CC1Sc2ccccc2NC1=O (stereo not given) | 100.0 | -0.3
C/C(=C/C(=O)C(F)(F)F)N1CCc2ccccc2C1 | 99.0 | -0.5
COc1ccc(-c2nnc(SC)n2-c2ccccc2)cc1 | 103.0 | 0.3
N#CC1=C(c2ccc(Cl)cc2)COC1=O | 102.0 | 0.1
NC(=O)NC(CC(=O)Nc1ccc(S(N)(=O)=O)cc1)c1ccccc1Cl (stereo not given) | 103.0 | 0
O=C(O)/C=C/c1ccc2c(-c3ccccc3)onc2c1 | 104.0 | 0.4
Cc1ccc(C)c2[nH]c(=O)c(CN(Cc3ccco3)Cc3nnnn3C(C)(C)C)cc12 | 100.0 | -0.3
CCN1CCC(NC2c3ccccc3-c3ccccc32)CC1 | 100.0 | -0.2
CCOC(=O)c1nn(-c2ccccc2)c(=O)c2c(N)c(C#N)ccc12 | 96.0 | -0.7
CCOc1ccccc1OCCCC(=O)O | 98.0 | -1.5
C#C[C@]1(O)CC[C@H]2[C@@H]3CCc4cc(OC)ccc4[C@H]3CC[C@@]21C | 102.0 | 0.2

A second format for some results above.
CCOC(=O)c1cccc(-n2nnc3c(sc4nc(C)c(Br)c(C)c43)c2=O)c1
- PV pol inh: 112.0
- PV pol inh FP z-score: 1
Clc1ccc(SCCc2nc3ccccc3o2)cc1
- PV pol inh: 104.0
- PV pol inh FP z-score: 0.7

Next part.
SMILES | PV pol inh | PV pol inh FP z-score
COc1cccc(-c2nnc(SCC(=O)N3CCC(C)CC3)o2)c1 | 109.0 | 0.9
COC(=O)c1cc(COC(=O)/C=C/c2ccc(F)cc2)oc1C | 104.0 | -0.3
CCOC(=O)c1c(S(=O)(=O)N2CCC(C(=O)N3CCN(c4ccc(F)cc4)CC3)CC2)c(C)n(C)c1C | 105.0 | -0.2
O=C(N/N=C/c1ccc(-n2ccnc2)cc1)c1ccc2c(=O)n3c(nc2c1)CCC3 | 102.0 | 0.1
CC(C)n1c(SCC(=O)NC2CC2)nnc1-c1ccco1 | 102.0 | -0.1
Cc1oc(CC(C)C)cc1C(N)=O | 101.0 | -0.2
O=C1CC(Nc2ccccc2)C(=O)N1Cc1ccccc1 (stereo not given) | 100.0 | -0.4
CN(C)C(=S)c1nc2ccccc2[nH]1 | 106.0 | 1.4
CCNc1ncnc2oc(C)c(C(=O)OCC)c12 | 103.0 | 0.1
Cc1cc2nsnc2c(S(=O)(=O)NCC(=O)O)c1C | 101.0 | 0
Cc1ccc(N=C2NC(=O)CC(C(=O)Nc3cccc4ccccc34)S2)cc1 (stereo not given) | 102.0 | 0.4
CC(=O)Nc1ccc(NC(=O)c2nc(SCc3ccccc3C)ncc2Cl)cc1 | 104.0 | -0.5
C/C(=N\NC(=O)NC1CCCCC1)c1ccc(OC(F)F)cc1OC(F)F | 108.0 | 0.7
Cc1nnc(NC2=NCCC2)o1 | 105.0 | 0.2
Cc1ccc(-c2nn(-c3ccccc3)cc2/C=C/C(=O)OCC(=O)c2c(N)n(C)c(=O)n(C)c2=O)o1 | 103.0 | 0.2
CCc1ccc(NC(=O)COC(=O)c2ccco2)cc1 | 102.0 | -0.1
COc1ccc(NC(=O)C(NS(=O)(=O)c2cccc3nsnc23)C(C)C)cc1OC (stereo not given) | 103.0 | -0.7
COc1ccc(OCc2ccc(-c3nc(C#N)c(N4CCCCC4)o3)o2)cc1 | 104.0 | -0.6
COC(=O)C1SCCN1S(=O)(=O)c1ccc(-c2cc(C(F)(F)F)on2)s1 (stereo not given) | 103.0 | -0.1
CCSc1nnc(C2CCCN(CC(=O)N3CCN(c4ccccc4)CC3)C2)n1CC (stereo not given) | 105.0 | 1
O=C(CSc1nc2c(c(=O)[nH]1)CCCC2)Nc1ccc(Br)cc1 | 108.0 | 0.3
O=C1CCCC2=C1C(c1ccccn1)n1ncnc1N2 (stereo not given) | 99.0 | -1.4
Cc1cc(NC(=O)Nc2nc3c(s2)CCCCCC3)ccc1Br | 105.0 | -0.4
Cc1ccc(S(=O)(=O)N2CCN(CCC(=O)O)CC2)cc1 | 101.0 | -0.6
O=C(O)c1ccccc1OCC1CCCO1 (stereo not given) | 104.0 | 0.3

Pulled by compound from the entries so far, two records:
SMILES | PV pol inh | PV pol inh FP z-score
Cc1ccc(-c2nnc3c4ccccc4c(-c4ccccc4)nn23)cc1 | 106.0 | 0.2
COc1ccc(OCc2ccc(-c3nc(C#N)c(N4CCCCC4)o3)o2)cc1 | 104.0 | -0.6

(list continues)
SMILES | PV pol inh | PV pol inh FP z-score
CN(Cc1ccccc1)C(=O)c1ccc2c(c1)N(Cc1ccccc1F)C(=O)c1ccccc1S2(=O)=O | 103.0 | -0.3
Cc1cc(NC(=O)CSc2cn(Cc3ccc(F)cc3)c3ccccc23)no1 | 104.0 | 0.8
O=C(CN1Cc2ccccc2C1=O)Nc1cnc2ccccc2c1 | 101.0 | -0.5
COc1cccc(C(=O)NC2CC(C)(C)NC(C)(C)C2)c1 | 100.0 | -0.4
Cc1ccc(CCNC(=O)c2cc(Nc3ccc(C)c(C)c3)nc3ccccc23)cc1 | 110.0 | 0.8
O=C(c1ccccc1)c1ccc2nc(NCC3CCCO3)c3nncn3c2c1 (stereo not given) | 101.0 | -0.1
CCCCOc1ccc(C(=O)Nc2cc(-c3ccccc3)no2)cc1 | 103.0 | 0.2
CCCN1CCN(CCCNC(=O)c2ccc3c(c2)NC(=O)c2ccccc2S3)CC1 | 104.0 | 0.9
CCCNC(=S)Nc1ccccc1Br | 106.0 | 0.7
O=C1CCCN1C(=O)c1cc(Cl)cc(Cl)c1 | 102.0 | 0.1
CCN(C(=O)CSc1nc2ccccc2c2nc3ccccc3n12)c1cccc(C)c1 | 101.0 | -0.2
Cn1c(SCC(=O)N2CCCc3ccccc32)ncc(C(=O)Nc2ccc(F)cc2)c1=O | 111.0 | 0.8
CCOc1ccc(S(=O)(=O)Nc2cccc(OC)c2)c2cccnc12 | 98.0 | -1.9
Cc1ccc(OCC(=O)Nc2ccc(Cl)cc2C(=O)c2ccccc2)cc1C | 104.0 | 0.2
CN(CCC#N)C(=O)Cc1ccc(F)cc1 | 102.0 | 0

An excerpt (hit frequency here may not be typical).
